Bioassay records (PubChem BioAssay)
LYP phosphatase: inhibitors of LYP phosphatase, biochemical, fluorescence intensity, uHTS (AID 1779) | recombinant LYP phosphatase, fluorescence intensity; higher % means a stronger effect | inhibition, % at 11.5 µM; hits with a dose series show IC50 in µM | hit rate 0.054% among 290,000;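 note: plate controls were vehicle with enzyme for no effect and no enzyme for full effect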
NOD1 NF-kB reporter: inhibition of NOD1-driven NF-kB reporter – cell-based, luminescence, uHTS, primary screen (AID 1578) | NOD1-driven NF-kB luciferase reporter cells, luminescence; higher % means a stronger effect | one-dose inhibition, % at 4 µM; EC50 in µM for titrated hits | hit rate 1% among 290,000; in the data active = inhibition mostly above about 36%, no sharp cut-off; inactive = mostly below about 34%;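 note: HEK-293T reporter cells stimulated with the NOD1 agonist gamma-tri-DAP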
Siah-1 displacement: blockers of Siah-1 interaction with plectin peptide – biochemical, fluorescence polarization, rhodamine-plectin, uHTS, primary screen (AID 1817); Siah-1 / rhodamine-plectin peptide fluorescence polarization; higher % means a stronger effect; displacement, % at 20 µM, or IC50 in µM where a hit was titrated; hit rate 0.02% among 290,000;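 active = displacement of at least 50% at 20 µM, with a fluorescence ratio check between 0.3 and a set limit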;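 note: plate controls were Siah plus tracer with DMSO for no effect and tracer alone without Siah for full effect; strong numbers were not always called active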
PhoP inhibition: PhoP-dependent GFP reporter repression – Salmonella Typhimurium, primary screen (AID 1863); hit rate 0.16% among 300,000; S. Typhimurium PhoP-regulated promoter GFP reporter, 4 h; higher % means a stronger effect; inhibition, % at 50 µM; hits with a dose series show IC50 in µM;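 active = inhibition over 29.93%, a cutoff 3 SD above the screen mean, later confirmed by dose response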;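 note: 0% = low Mg2+ inducing control and 100% = high Mg2+ repressing control; strong numbers were not always called active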
KOR beta-arrestin-1: KOR agonists, beta-arrestin recruitment, primary screen, cell-based, luminescence, uHTS (AID 1777) | KOR beta-arrestin recruitment, luminescence; higher % means a stronger effect | activation, % at 10 µM; hits with a dose series show EC50 in µM | hit rate 0.02% among 280,000; in the data active = activation above about 50%, passing the limit was not always enough; note: a part of the inactive calls stands beside numbers as strong as those of hits
KOR beta-arrestin-2: KOR antagonists, beta-arrestin recruitment, cell-based, luminescence, uHTS (AID 1778) | KOR beta-arrestin recruitment, luminescence, antagonist mode; higher % means a stronger effect | hit rate 0.091% among 290,000 | one-dose inhibition, % at 10 µM; IC50 in µM for titrated hits; note: strong numbers were not always called active
Myeloid diff 2: promotes myeloid progenitor differentiation. AID 624256. ER-HoxA9 myeloid progenitors, lysozyme-GFP differentiation, flow cytometry. calls only at 10 µM. hit rate 1% among 360,000;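 active = normalized GFP-positive differentiation at or above the plate's own cutoff, the solvent-only control mean plus 3 SD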;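 note: cells exposed to compound for four days before flow analysis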
HIV fusion peptide: cell-free HIV fusion peptide-binding blockers – biochemical, uHTS, fluorescence dequenching, primary screen (AID 1986); inhibition, % at 20 µM; hits with a dose series show IC50 in µM; hit rate 0.3% among 290,000; cell-free peptide binding, fluorescence dequenching, 30 min; higher % means a stronger effect; in the data active = inhibition mostly above about 52%, no sharp cut-off; inactive = mostly below about 76%; note: some results filed as inactive read as strong as hits
HEK293 NOD2/NF-kB: NOD2 signaling inhibitors, cell-based, luminescence, uHTS, HEK293 (AID 1566); HEK293 NOD2/NF-kB luciferase reporter, luminescence; higher % means a stronger effect; inhibition, % at 4 µM, or EC50 in µM where a hit was titrated; hit rate 0.63% among 290,000; note: many of its hits are not listed in these tables
Myeloid diff 2 GFP+ MAC1+ %: further read-out of Myeloid diff 2, marked with its call; GFP+ MAC1+ double positive, %; measured here: differentiation confirmed by MAC1 staining
* = called active by the depositor; i = inactive; / = not tested or not shown; [ ] = remark or other dose. Cut-off read from the data, not from the text of the source, unless noted: active = inhibition above about 50%; inactive = the rest.

SMILES | LYP phosphatase | NOD1 NF-kB reporter | Siah-1 displacement | PhoP inhibition | KOR beta-arrestin-1 | KOR beta-arrestin-2 | Myeloid diff 2 | Myeloid diff 2 GFP+ MAC1+ % | HIV fusion peptide | HEK293 NOD2/NF-kB
NC(=O)C1CCN(c2nc3c(S(=O)(=O)c4ccccc4)nnn3c3ccccc23)CC1 | -6.3% | -18.6% | 13.1% | -5.5% | -4.7% | -18.3% | i | 1.3 | -1.2% | 11.2%
Cc1ccc2cc3c(N)c(C(=O)N4CC(=O)Nc5ccccc54)sc3nc2c1 | 0.7% | -15.0% | 0.6% | -4.1% | 2.8% | -28.3% | / | / | 13.0% | -49.0%
CC1=C(C)CC(C(=O)NNC(=O)c2cccc(Cl)c2)C(C(=O)O)C1 (stereo not drawn) | -1.6% | -36.0% | 10.6% | -11.8% | 2.4% | -16.7% | i | 0.7 | 1.0% | 14.2%
CCNC(=O)CC(=O)Nc1ccccc1C(=O)O | -8.0% | -26.9% | 1.2% | -6.0% | 31.8% | -20.2% | i | 2.4 | 2.2% | 4.3%
O=C(COc1ccccc1)NCCc1nc2ccccc2[nH]1 | -7.4% | -15.0% | 4.1% | 13.1% | -2.3% | -5.8% | i | 1.1 | 0.4% | -11.8%
c1ccc(-c2noc(-c3cccnc3)n2)cc1 | -0.6% | -8.9% | 2.9% | -5.8% | -3.3% | 0.1% | i | 4.9 | 0.9% | -73.2%
CCc1nc(SCC(=O)Nc2cccc3ccccc23)[nH]c(=O)c1C | -3.4% | -14.5% | -3.2% | -2.7% | 0.6% | -36.4% | i | 0.3 | 1.6% | -2.2%
Cc1ccc(S(=O)(=O)NCC2CCC(C(=O)NCCCN3CCOCC3)CC2)cc1 (stereo not drawn) | -7.8% | -12.3% | 3.1% | -14.0% | -3.3% | 4.8% | i | 0.8 | 0.2% | 6.4%
CCCCN(Cc1cc2cc(C)ccc2[nH]c1=O)C(=O)c1ccccn1 | -4.7% | -3.9% | 2.2% | 0.7% | 4.84µM* | 1.7% | i | 0.7 | 1.5% | 9.0%
COc1cccc(NC(=O)CCc2nnc3ccc(N4CCN(c5cccc(OC)c5)CC4)nn23)c1 | -2.4% | -30.6% | -0.7% | -0.1% | -0.5% | -8.9% | i | 0.0 | -1.0% | 7.2%
CC(C)C1COS(=O)(=O)NC1CC(=O)SC(C)(C)C (stereo not drawn) | -9.1% | -19.3% | 11.2% | -1.6% | -3.6% | -13.3%[20 µM] | i | 2.1 | -1.8% | 2.0%
O=C(CCC(=O)c1cccs1)OCc1nnc(-c2ccccc2)o1 | -5.2% | -17.8% | 2.2% | 25.1% | -5.3% | 18.8% | i | 0.9 | -0.8% | 13.9%
CCC1(c2ccccc2)NC(=S)N(c2cccc(C)c2C)N1 (stereo not drawn) | -1.7% | -39.3% | -1.1% | -4.0% | 2.5% | 11.6% | i | 0.1 | 2.1% | -18.2%
CC(C)CCn1c(SCCN2CCOCC2)nc2c1c(=O)[nH]c(=O)n2C | -0.8% | -4.1% | 4.5% | -4.7% | -1.9% | 2.9% | i | 0.3 | 1.8% | 14.8%
CN(C(=O)CSc1nnc(-c2ccccc2)o1)c1c(N)n(Cc2ccccc2)c(=O)[nH]c1=O | 1.2% | -9.0% | -2.0% | 0.1% | 7.0% | -5.8% | i | 0.1 | -0.6% | -4.8%
O=C(NCc1ccc2c(c1)OCO2)C(=O)NC1CCCCC1 | -13.4% | -5.5% | -4.7% | 12.3% | -0.3% | 2.0% | i | 1.0 | 1.3% | 8.7%
c1ccc(COC(CN2CCCCCC2)CN2CCCCCC2)cc1 | -15.7% | -0.2% | 4.7% | -8.8% | 4.0% | 3.2% | i | 0.1 | 2.1% | 12.7%
COc1cc(/C=C2\SC(=O)N(Cc3ccc(F)cc3)C2=O)cc([N+](=O)[O-])c1O | 0.7% | 32.9% | -2.3% | 9.8% | -9.5% | -43.8%[20 µM] | i | 0.6 | 19.7µM* | 28.5%
Cc1cccc(NC(=S)NNC(=O)c2csc(C)c2)c1 | -5.2% | -39.6% | 0.1% | 6.7% | -2.4% | -0.1% | i | 1.6 | -2.8% | -36.8%
CC(=O)c1c(C)n([O-])c2ccc(C)cc2[n+]1=O | 2.1% | -8.3% | 3.2% | 0.8% | 11.3% | -2.1% | i | 2.0 | -1.4% | -17.0%
CC1CC(C)CN(C(=O)CCNC(=O)c2ccccc2Cl)C1 (stereo not drawn) | -8.0% | -31.2% | 9.3% | -4.6% | -0.6% | 5.5% | i | 9.9 | 0.0% | -10.5%
COc1ccc(CCC2CCNCC2)cc1 | -6.5% | -7.5% | 1.2% | -5.5% | 2.8% | 14.6% | i | 0.3 | -0.3% | 11.6%
COc1ccc(C2C(=O)c3ccccc3C2=O)cc1OC | -5.6% | -20.9% | -1.5% | 6.7% | -6.7% | 7.0% | i | 0.3 | -1.3% | -3.5%
c1ccc(-c2cn(C[C@H]3CC[C@@H]([C@@H]4CC[C@H](Cn5cc(-c6ccccc6)nn5)O4)O3)nn2)cc1 | -9.5% | -19.2% | 5.5% | 9.2% | -8.7% | -24.0%[20 µM] | i | 3.2 | 1.2% | 2.3%
CC(=O)N(CCc1ccccc1)Cc1cc2ccc(C)c(C)c2[nH]c1=O | -0.4% | -19.4% | -1.8% | -4.5% | 1.3% | -31.5%[20 µM] | i | 0.8 | 0.7% | 12.0%
O=C(NCc1cccs1)C1CC(O)CN1C(=O)Nc1ccccc1 (stereo not drawn) | -9.9% | -25.9% | -0.8% | -5.4% | 9.6% | -55.7% | i | 2.3 | 0.0% | -9.9%
Cc1ccc(CNC(=O)C(CCC(N)=O)NC(=O)OCc2ccccc2)cc1 (stereo not drawn) | -12.9% | -2.8% | 2.8% | -16.4% | 2.5% | -29.2% | i | 0.2 | 1.5% | 5.8%
CCCN(CCO)Cc1ccc(F)c(Br)c1 | -10.8% | -3.7% | -0.8% | -0.2% | 15.2% | 9.4% | i | 2.2 | 2.7% | 15.3%
O=C(C1=C(O)C(=O)N(CCN2CCOCC2)C1c1cccc(O)c1)c1cc2ccccc2o1 (stereo not drawn) | -3.3% | -9.7% | 1.5% | / | 2.3% | 14.4% | i | 0.6 | 0.3% | -2.8%
CCOC(=O)N1CCN(CCC(=O)c2ccc(Br)cc2)CC1 | -4.1% | -7.8% | -0.7% | 4.7% | -0.5% | -9.1% | i | 0.7 | 0.7% | 8.7%
CCOCc1nc(N)[nH]c(=O)c1Cc1ccc(OC(C)C)cc1 | -1.0% | -33.3% | -0.6% | 3.2% | 2.9% | -0.7% | i | 0.5 | 3.9% | 8.0%
Cc1ccn2c(c1)nc(=S)n2C(=O)c1ccccc1 | 1.1% | -93.4% | -5.9% | 1.7% | 2.8% | 17.2% | i | 0.2 | 3.4% | -140.8%
CCCOP(=O)(c1ccc(N(C)C)cc1)C(O)c1ccncc1 (stereo not drawn) | -1.0% | -17.2% | 7.9% | -2.4% | -2.1% | 24.7% | i | 0.9 | 1.1% | 3.8%
O=C(Nc1ccc(S(=O)(=O)Nc2ncccn2)cc1)C1COc2ccccc2O1 (stereo not drawn) | -5.6% | -34.8% | 11.5% | 1.6% | -1.5% | -5.4% | i | 0.4 | -1.4% | 6.8%
COC(=O)C1Cc2c([nH]c3ccccc23)C2(CCN(Cc3ccccc3)CC2)N1 (stereo not drawn) | -7.4% | -13.0% | -1.1% | 13.1% | -4.7% | 14.3% | i | 1.1 | -1.4% | 8.8%
CCCN1C(=O)C2(C(C(=O)c3ccc(C)o3)=C(O)C(=O)N2CCCOC)c2ccccc21 (stereo not drawn) | 3.3% | -3.0% | 0.5% | -6.8% | -2.0% | 0.9% | i | 0.4 | 1.0% | 17.3%

In the list so far, these contain an aryl thioether with sulfur outside any ring.
SMILES | LYP phosphatase | NOD1 NF-kB reporter | Siah-1 displacement | PhoP inhibition | KOR beta-arrestin-1 | KOR beta-arrestin-2 | Myeloid diff 2 | Myeloid diff 2 GFP+ MAC1+ % | HIV fusion peptide | HEK293 NOD2/NF-kB
CCc1nc(SCC(=O)Nc2cccc3ccccc23)[nH]c(=O)c1C | -3.4% | -14.5% | -3.2% | -2.7% | 0.6% | -36.4% | i | 0.3 | 1.6% | -2.2%
CC(C)CCn1c(SCCN2CCOCC2)nc2c1c(=O)[nH]c(=O)n2C | -0.8% | -4.1% | 4.5% | -4.7% | -1.9% | 2.9% | i | 0.3 | 1.8% | 14.8%
CN(C(=O)CSc1nnc(-c2ccccc2)o1)c1c(N)n(Cc2ccccc2)c(=O)[nH]c1=O | 1.2% | -9.0% | -2.0% | 0.1% | 7.0% | -5.8% | i | 0.1 | -0.6% | -4.8%

Continued.
SMILES | LYP phosphatase | NOD1 NF-kB reporter | Siah-1 displacement | PhoP inhibition | KOR beta-arrestin-1 | KOR beta-arrestin-2 | Myeloid diff 2 | Myeloid diff 2 GFP+ MAC1+ % | HIV fusion peptide | HEK293 NOD2/NF-kB
Cc1c(C(=O)NN2CCOCC2)oc2ccccc12 | -2.7% | 0.8% | -5.7% | -3.8% | 0.1% | 14.1% | i | 0.4 | -2.3% | 12.3%
COc1cc(OC)c(C(=O)NCc2ccco2)cc1OC | -3.6% | -23.2% | 5.4% | 0.1% | -1.2% | -3.4% | i | 0.5 | 1.2% | 9.7%
CCOC(=O)C(C)N1C(=O)S/C(=C/c2ccc3c(c2)n(C)c(=O)n3C)C1=O (stereo not drawn) | -4.7% | -26.3% | 4.1% | -0.8% | 0.0% | -9.3% | i | 0.5 | -2.4% | -26.1%
CNC(=S)N/N=C/c1ccc(-c2cccc(C(=O)O)c2)o1 | -5.5% | -7.3% | 9.2% | -5.6% | -1.9% | 26.7% | i | 0.4 | 3.1% | -29.2%
CC(=O)c1c(C)[nH]c(C(=O)CN2C(=O)NC(C)(CCC(C)C)C2=O)c1C (stereo not drawn) | -2.6% | -32.9% | -6.5% | -5.6% | 2.5% | -15.6% | i | 1.2 | 0.8% | -1.0%
COc1cc(C(C(=O)NC2CCCC2)N(CCO)C(=O)Cn2nnc(-c3ccc(C)o3)n2)ccc1O (stereo not drawn) | -5.8% | -11.0% | 10.2% | -1.2% | -4.2% | -24.2% | i | 1.4 | 0.5% | 9.1%
COc1cccc(CN2CCNC(=O)C2CC(=O)NCCn2ccc3ccccc32)c1OC (stereo not drawn) | -4.0% | -24.5% | 4.2% | -1.1% | -8.0% | 33.1%[20 µM] | i | 0.3 | 6.8% | -0.5%
COc1ccc(-c2cc(C(F)(F)F)n3nc(C(=O)NCCCn4ccnc4)cc3n2)cc1 | -4.2% | 7.4% | -1.8% | -6.5% | 4.9% | -30.0% | i | 0.5 | -2.0% | 10.5%
Cc1cccc(N2CCN(C(=O)Cn3cnc4c3c(=O)n(C)c(=O)n4C)CC2)c1C | -7.1% | -32.6% | 2.2% | 3.8% | / | / | i | 0.7 | 1.3% | -6.2%
CCn1cc(C(=O)OCC(=O)c2ccccc2)c(=O)c2ccc(C)nc21 | -3.3% | -29.0% | 7.4% | -4.8% | -1.7% | -4.8% | i | 0.6 | -1.5% | 7.2%
CC(=O)NS(=O)(=O)c1ccc(NC(=O)COc2ccc(C(=O)c3ccccc3)cc2)cc1 | -9.2% | -10.6% | -7.8% | -11.7% | -0.5% | 14.0% | i | 0.2 | 13.0% | 12.0%
CN1CCN(C(CNS(=O)(=O)c2ccc(F)cc2)c2cccnc2)CC1 (stereo not drawn) | -5.4% | 2.2% | 10.3% | 12.0% | -1.6% | 1.2% | i | 0.5 | 0.8% | 19.4%

This is a subset (hit frequency here may not be typical).
